Screening data: PubChem, several laboratories
SDO1 yeast rescue: restores growth of sdo1-depleted yeast; actives 0.21% (n = 140,000); S. cerevisiae sdo1-depleted JHY4D growth rescue, OD600 30 h; stronger effect = higher value; pdr5 snq2 efflux-pump mutant strain; AID 817; z-score at 10 µM;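 active means z-score above 3 at both the 24 hr and the 30 hr optical density reads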;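 further: z-score against mean and SD of all compound wells on the same plate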
INS promoter inh: TRM-6 insulin promoter activity inhibition | TRM-6 cells (human fetal islet line), insulin promoter-eGFP reporter, imaging; reporter expression induced with tamoxifen | inhibition, % at 2 µM | actives 0.9% (n = 130,000) | AID 1273;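 active means inhibition above the mean plus 3 SD, with well images judged a real hit on visual review, cut at about 60% in these data, passing the limit was not always enough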
SDO1 yeast rescue Rescue 24 h: also measured in SDO1 yeast rescue; calls as there; z-score; S. cerevisiae sdo1-depleted JHY4D growth rescue, OD600; measured here: growth rescue at 24 h;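 0 is the plate mean of compound wells and units are plate SD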
* hit, by the source's call; i = inactive; · = not tested or not shown; [ ] = remark or other dose. Not a hit list; overall some 0.94% were active at least once.

SMILES | SDO1 yeast rescue | SDO1 yeast rescue Rescue 24 h | INS promoter inh
CSCC[C@H](NC(=O)NCCc1ccc(F)cc1)C(=O)O | 0.16 | -0.09 | ·
C=CCNc1ccc(F)c(F)c1N1CCCCCC1=O | -0.82 | -0.76 | 0.0
CN(C)S(=O)(=O)c1ccc(C(=O)NCc2ccccc2)cc1 | -0.28 | -0.57 | -45.5
O=C(O)CSC1CC(=O)N(c2cccc(Cl)c2)C1=O (stereo not given) | 0.8 | 1.02 | 13.0
O=C(c1ccco1)N1CCN(C(=O)N2CCOCC2)CC1 | 0.92 | 1.2 | -92.9
CCOC(=O)c1ccc(N=c2sc(C(=O)OC)cc(=O)n2C2CC2)cc1 | -0.13[8.2 µM] | 2.78 | 22.2
Cc1cc(C)cc(CC2CC(=O)N(c3ccc(Cl)cn3)C2=O)c1 (stereo not given) | -0.8 | -0.91 | -333.3
O=C(N1CCCCCC1)N1CCN(S(=O)(=O)c2ccccc2)CC1 | -0.52 | -0.64 | -21.7
COC(=O)C(O)(NC(=O)OCc1ccccc1)C(F)(F)F (stereo not given) | -0.26 | -0.72 | ·
O=C(NCCc1ccccc1)C(=O)NC1CCCCC1 | -0.11 | 0.8 | -9.6
O=C(COC(=O)c1cc[n+]([O-])cc1)Nc1ccc([N+](=O)[O-])cc1 | · | · | 16.7
COc1ccc(-n2c(=O)c3ccccc3n(CC(=O)NC3CCCCC3)c2=O)c(OC)c1 | 0.07 | -1.29 | ·
O=C1CCCC2(O)C1C(c1cccc(Br)c1)NC(=O)N2Cc1ccccc1 (stereo not given) | 0.07 | -0.79 | ·
O=C(NC1CCSC1=O)c1ccc(Cl)cc1 (stereo not given) | 1.11 | 1.28 | -21.7
CCCCNC(=O)C1C2C=CC(C2)C1C(=O)O (stereo not given) | 0.39 | -0.6 | 25.8
C=CCc1ccc(OCCn2cccc2C=O)c(OC)c1 | -0.52 | -0.27 | 0.0
Cc1ccc(NC(=O)C2CCC(=O)N2)cc1C (stereo not given) | 1.45 | 1.73 | 22.5
NC(=O)C1CC(=O)N(c2ccc(OCc3ccc(Cl)cc3Cl)cc2)C1 (stereo not given) | · | · | 64.3
COc1ccccc1NC(=O)C1CCN(c2ncccn2)CC1 | 0.4 | 0.14 | -5.9
Cc1ccccc1C(=O)NC(=S)Nc1ccccc1N1CCCC1 | · | · | 2.9
CC(=O)c1c(C)[nH]c(C(=O)Nc2cc(C)cc(C)c2)c1C | 0.26 | 0.97 | 15.6
CC1CCCCC1NC(=O)CCn1c(=O)oc2ccccc21 (stereo not given) | 0.41 | 0.44 | i
CC(Sc1ccc2c(c1)OCCO2)C(=O)Nc1ccc2c(c1)OCO2 (stereo not given) | -1.25 | -1.5 | ·
CSc1cccc(NC(=O)/C=C/c2cccc(Cl)c2)c1 | -1.79 | -2.27 | -57.1
Cc1ccc2nsnc2c1NS(=O)(=O)c1c(C)ccc2nsnc12 | -0.54 | -0.89 | -27.3
(continued)
SMILES | SDO1 yeast rescue | SDO1 yeast rescue Rescue 24 h | INS promoter inh
O=C1NCCc2cc3c(cc21)OCO3 | 0.89 | 0.52 | ·
CC(C)c1ccc2[nH]c(O)c(N=NC(=S)NCCc3ccccc3)c2c1 | -1.24 | -0.97 | ·
CN(C(=O)COC(=O)C1c2ccccc2Oc2ccccc21)C1CCS(=O)(=O)C1 (stereo not given) | -0.16 | -0.27 | ·
O=S(=O)(c1ccccc1)c1nc(-c2ccco2)oc1N1CCCCCC1 | 0.63 | 0.61 | -68.8
Cn1c(SCc2nc3ccccc3[nH]2)nnc1-c1cnccn1 | 1.73 | 1.43 | 24.2
O=[N+]([O-])c1ccc(OCCN2CCCCCC2)cc1 | 0.97 | 0.44 | ·
CC(=O)c1cc2c(cc1NC(=O)C1CC=CCC1C(=O)O)OCO2 (stereo not given) | 0.68 | 0.37 | -20.0
C/C(=N\NC(=O)c1csc(C)c1C)c1ccco1 | 0.1 | -0.43 | 46.7
Cc1ccc(-c2cc(C(F)F)n3ncc(C(=O)N4CCc5ccccc5C4)c3n2)cc1 | · | · | -57.1
CCC(C)(C)NC(=O)C(c1ccc(OC)cc1)N(CC1CCCO1)C(=O)CCC(=O)Nc1cc(C)on1 (stereo not given) | 0.73 | 0.53 | -53.9
CCOc1ccc(NC(=O)N2CCN(CC)CC2)cc1 | 0.34 | 0.31 | 57.1
COc1cccc(N2CCN(S(=O)(=O)c3cccc4cccnc34)CC2)c1 | · | · | 35.0
COc1cc(/C=N/Nc2nc(Nc3ccccc3)nc(-n3nc(C)cc3C)n2)cc(OC)c1OC | -1.12 | -1.21 | -37.5
CCCCCCc1cc2cc(-c3nnc(-c4cc(OC)c(OC)c(OC)c4)o3)c(=O)oc2cc1O | -0.24 | 1.57 | 33.3
Cc1cc(C)n(C(=O)CCCn2nc(C)c([N+](=O)[O-])c2C)n1 | · | · | 0.0
COc1ccc(-n2c(=S)[nH]c3cc(C(=O)NCCCN4CCCC4=O)ccc3c2=O)c(OC)c1 | 2.1 | 2.06 | 34.4
COCCNC(=O)C(c1ccco1)N(Cc1ccc(OC)cc1)C(=O)Cn1nnc2ccccc21 (stereo not given) | 0.17 | -0.26 | 43.5
Cn1cnnc1SCc1ccccc1Br | 1.22 | 1.29 | 45.2
Cc1ccc(NC(=O)C2C(=O)N(C)c3ccccc32)cc1 (stereo not given) | 1.03 | 1.26 | -66.7
CC(C)(C)c1ccc(C(=O)NCCn2c(N)c(C#N)c3nc4ccccc4nc32)cc1 | -1.48 | -0.88 | -14.3
Cc1ccc(C2C(C#N)=C(N)N(c3cccnc3)C3=C2C(=O)CCC3)c(C)c1 (stereo not given) | · | · | -50.0
Cc1ccc(N2CCN(C(=O)CCc3nc4ccccc4[nH]3)CC2)c(C)c1 | 0.15 | 1.36 | ·
CCOc1cccc(-c2nnc3sc(COc4ccccc4)nn23)c1 | -2.41 | -1.77 | 25.0
Cc1ccc(CSc2n[nH]c(N)n2)cc1 | · | · | 50.0
O=C(NC1CCCCC1)C(c1cccnc1)N(C(=O)CCl)c1cccc(Cl)c1 (stereo not given) | -1.37 | -0.73 | i
(further entries)
SMILES | SDO1 yeast rescue | SDO1 yeast rescue Rescue 24 h | INS promoter inh
CCCCNC(=O)C(Cc1ccccc1)NS(=O)(=O)c1ccc2c(c1)c(=O)n(C)c(=O)n2C (stereo not given) | -0.37 | -0.98 | ·
C=CCn1c(Cc2c[nH]c3ccccc23)n[nH]c1=S | 0.16 | -0.17 | 48.6
CCCCOc1ccc(C(=O)Nc2cc(C)c(OCC(=O)N3CCOCC3)c(C)c2)cc1 | 0.88 | 1.56 | 41.4
COc1ccc(S(=O)(=O)NC(CC(=O)NC2CCCC2)c2ccco2)cc1 (stereo not given) | 1.74 | 0.4 | ·
CCCNC(=O)NC(=O)COc1ccc(-c2ccc(C#N)cc2)cc1 | · | · | 64.3
CC(/C=C/c1ccccc1)=N/O | 0.13 | -0.3 | ·
COc1ccc(CCNC(=O)c2cnc3n(c2=O)CCS3)cc1OC | 0.45 | 0.39 | -40.0
CCOC(=O)c1c(-c2ccccc2)csc1NC(=O)/C(C#N)=C/c1ccc(O)c(OC)c1 | -1.05 | -1.28 | ·
CCOc1cc(/C=N/Nc2cccc(C(=O)O)c2)ccc1OC(=O)c1ccccc1 | · | · | 47.1
Cc1ccc2[nH]c(=O)c(CN(CCN3CCOCC3)C(=O)Nc3ccc(F)cc3)cc2c1 | 0.24 | 0.34 | 7.1
CN1/C(=C/C(=S)NC(=O)C2(C)CC2(Cl)Cl)C(C)(C)c2ccccc21 (stereo not given) | · | · | -21.1
Nc1ccc2nc(-c3cccnc3)[nH]c2c1 | 0.55 | 0.4 | ·
CCn1c(SCC(=O)NCCc2ccc(F)cc2)nnc1-c1cccs1 | -1.22 | -1.64 | ·
O=S(=O)(c1ccc2c(c1)oc1ccccc12)N1CCOCC1 | -0.3 | -0.75 | -50.7
CCOC(=O)CSc1nc2cc3c(cc2cc1C#N)OCCO3 | · | · | -56.1
COc1ccc(Cc2nc(C(=O)Nc3ccc(Cl)cc3)cs2)cc1 | -0.72 | -0.18 | ·
Cc1ccc(N=Nc2ccc(O)c3ncccc23)cc1C | · | · | -278.6
C=CCn1c(SCC(=O)Nc2cc(C)nn2-c2ccccc2)nnc1C1CCCCC1 | 0.11 | -0.04 | -48.4
CCn1c(C)nc([N+](=O)[O-])c1C(=O)O | · | · | 30.0
CC1CCCCC1NC(=O)COC(=O)c1ccc(S(=O)(=O)N2CCOCC2)cc1 (stereo not given) | 0.82 | -0.07 | ·
Cn1c(SCC(=O)NCCc2ccccc2)nc2c([nH]c3ccccc32)c1=O | · | · | -5.6
COc1ccc(C(=O)CCC(=O)Nc2cccnc2)cc1 | · | · | -58.3
CN(c1ccccc1)S(=O)(=O)c1cccc(NC(=O)Nc2ccc(Cl)cc2C#N)c1 | -0.53 | -0.09 | 20.0
NNC(=O)/C=C/c1ccc(Cl)cc1Cl | · | · | 5.0
O=C(Cn1cnc2ccccc2c1=O)Nc1cccc(-c2nnc3n2CCCCC3)c1 | 0.6 | 0.62 | 33.3
New compounds follow
SMILES | SDO1 yeast rescue | SDO1 yeast rescue Rescue 24 h | INS promoter inh
CCOC(=O)Cn1c(-c2cccnc2Cl)nc2ccccc21 | 1.99 | 0.02 | -15.4
COc1ccc(CCNC(=O)CN2C(=O)c3ccccc3S2(=O)=O)cc1OC | 0.5 | 0.37 | 7.7
Nc1nc(-c2ccc(Br)cc2)cs1 | 0.23 | 0.01 | ·
Cc1cc(N2CCCCC2)nc(N2CCCCC2)n1 | · | · | -21.1
O=c1[nH]c(CN2CCc3ccccc32)nc2scc(-c3cccs3)c12 | -2.4 | -1.36 | 29.0
COc1cc(NC(=O)c2cc(C)on2)cc(OC)c1OC | 0.52 | 0.16 | ·
CC1Cc2nc(SCC(=O)N3CCN(c4ccccc4)CC3)n(C)c(=O)c2S1 (stereo not given) | -0.11 | -0.86 | ·
CCN(CC)CCCNC(=O)Cc1c(C(=O)O)n(C)c2ccccc12 | 0.79 | 1.33 | -41.7
CCC(C)C(NC(=O)C1CCC(C)CC1)C(=O)NCCCN1CCCCC1CC (stereo not given) | · | · | -45.0
O=C(NCCc1ccccc1)c1cccs1 | 0.13 | 0.42 | 10.7
COc1ccc(-c2cc(C(N)=O)nc(N3CCCCCC3)n2)cc1 | 0.97 | 0.79 | ·
C=COC(=O)CSc1snc(SCC(=O)OC)c1C#N | -1.16 | -1.53 | 56.2
NS(=O)(=O)c1ccc(N=Nc2c(-c3ccccc3)[nH]n(-c3nc(-c4ccccc4)cs3)c2=O)cc1 | -0.52 | 0.08 | ·
CC(C)(C)c1ccc(S(=O)(=O)NCc2ccc(C(=O)N3CCOCC3)cc2)cc1 | 0.52 | 0.52 | 54.3
Cc1ccc(NC(=O)Cc2c(Cl)cccc2Cl)cc1S(=O)(=O)N(C)C | 0.28 | 0.73 | -42.9
CCNC(=O)c1cc(Br)ccc1Cl | 1.09 | 0.7 | -20.7
CCOC(=O)C1(CCc2ccccc2)CCN(C(=O)CCc2cnccn2)CC1 | · | · | 11.1
O=C1CN(C(=O)CSc2nc(-c3ccc(Cl)cc3)cs2)c2ccccc2N1 | -0.78 | -0.42 | ·
O=C(/C=C/c1cccs1)c1ccc(NC(=O)c2ccccc2F)cc1 | -0.83 | -0.63 | ·
CC(C)NC(=O)c1cc(=O)n(C)c(=O)n1C | 0.26 | -0.26 | 21.1
O=C(NC(=S)NNC(=O)c1ccccc1O)c1ccco1 | 1.89 | 2.32 | ·
C/C(=N\NC(=S)Nc1ccc(F)cc1)C1CC1 | 0.81 | -0.1 | -74.3
O=C(Nc1ccc(N2CCCCC2)cc1)c1cc([N+](=O)[O-])cc([N+](=O)[O-])c1 | · | · | 20.0
CC(C)(C)NC(=O)CCN1CCOCC1 | 1.48 | 1.6 | 0.0
COC1(OC)C(=N/O)/C(=N\O)CCC1O (stereo not given) | 1.17 | 1.37 | ·
COc1cc(Br)cc(CN2CCN(C/C=C/c3ccccc3)CC2)c1O | -2.11 | -1.53 | -290.5
Cc1cccc(NC(=S)N(Cc2ccco2)C(C)c2cccs2)c1 (stereo not given) | · | · | -38.9
O=C(Nc1ccc2nc(-c3ccccn3)[nH]c2c1)C1CCCCC1 | -0.47 | -1.36 | 47.4

Gathered by group, the entries above with an aryl thioether with sulfur outside any ring (twelve)
SMILES | SDO1 yeast rescue | SDO1 yeast rescue Rescue 24 h | INS promoter inh
CC(Sc1ccc2c(c1)OCCO2)C(=O)Nc1ccc2c(c1)OCO2 (stereo not given) | -1.25 | -1.5 | ·
CSc1cccc(NC(=O)/C=C/c2cccc(Cl)c2)c1 | -1.79 | -2.27 | -57.1
Cn1c(SCc2nc3ccccc3[nH]2)nnc1-c1cnccn1 | 1.73 | 1.43 | 24.2
Cn1cnnc1SCc1ccccc1Br | 1.22 | 1.29 | 45.2
Cc1ccc(CSc2n[nH]c(N)n2)cc1 | · | · | 50.0
CCn1c(SCC(=O)NCCc2ccc(F)cc2)nnc1-c1cccs1 | -1.22 | -1.64 | ·
CCOC(=O)CSc1nc2cc3c(cc2cc1C#N)OCCO3 | · | · | -56.1
C=CCn1c(SCC(=O)Nc2cc(C)nn2-c2ccccc2)nnc1C1CCCCC1 | 0.11 | -0.04 | -48.4
Cn1c(SCC(=O)NCCc2ccccc2)nc2c([nH]c3ccccc32)c1=O | · | · | -5.6
CC1Cc2nc(SCC(=O)N3CCN(c4ccccc4)CC3)n(C)c(=O)c2S1 (stereo not given) | -0.11 | -0.86 | ·
C=COC(=O)CSc1snc(SCC(=O)OC)c1C#N | -1.16 | -1.53 | 56.2
O=C1CN(C(=O)CSc2nc(-c3ccc(Cl)cc3)cs2)c2ccccc2N1 | -0.78 | -0.42 | ·
